# Vc quorum ag = inducers of Vibrio cholerae quorum light production without autoinducers | V. cholerae BH1578 lux reporter, luminescence, 6 h | AID 588436 | 0.16% of 350,000 active | activation, % at 18.7 µM; in the data active = activation mostly above about 9.7%, no sharp cut-off; inconclusive = no clear call, values can overlap the other calls; inactive = mostly below about 3.7%; note: not every result past the cut was called active; inactives centre near 0; reference of the scale not given here
# 3CLpro inhibitor = SARS-CoV 3CLpro protease inhibition; P0C6X7; recombinant SARS-CoV 3CLpro, quenched FRET peptide cleavage; inhibition, % at 6 µM; 0.14% of 290,000 active; in the data active = inhibition above about 12%
# Anthrax LF inh2 = inhibitors of Bacillus anthracis lethal factor protease; P15917; multiplex microsphere protease cleavage assay, LF; inhibition, % at 10 µM; 0.12% of 360,000 active; AID 588501; note: plate controls were buffer without enzyme for full effect and enzyme alone for no effect
# SSB-PriA inh = inhibitors of Klebsiella pneumoniae PriA binding to SSB C-terminal tail. AlphaScreen SSBct-PriA binding, biotinylated peptide. inhibition, % at 33 µM. 0.6% of 430,000 active. AID 1272365; in the data active = inhibition mostly above about 37%, no sharp cut-off; inactive = mostly below about 20%;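 note: plate controls were negative control peptide for no effect and reference peptide for full effect; strong numbers were not always called active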
# Y pestis TopoI = inhibitors of Yersinia pestis topoisomerase I | 0.064% of 360,000 active | activity, % at 10 µM | Y. pestis Topo-I cleavage product accumulation, plate reader; in the data active = activity above about 50%, passing the limit was not always enough; inconclusive = no clear call, values can overlap the other calls; note: inactives centre near 2
# BoNT-A LC inh2 = inhibitors of Botulinum neurotoxin A light chain protease | 0.17% of 360,000 active | inhibition, % at 10 µM | multiplex microsphere protease substrate cleavage, flow cytometry | AID 588499; note: plate controls were buffer without enzyme for full effect and enzyme alone for no effect
# PfHsp40 rescue = compounds rescuing yeast from Plasmodium falciparum HSP40 toxicity. S. cerevisiae expressing PfHsp40, growth rescue, ATP luminescence. growth rescue, % at 12.5 µM. 0.68% of 340,000 active. AID 504582; in the data active = growth rescue above about 28%, passing the limit was not always enough; inconclusive = no clear call, values can overlap the other calls;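 note: yeast W303a lacking pdr1 and pdr3 grown in galactose medium; growth measured after three days at 30 °C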
# TcdB GH inh = inhibitors of Clostridioides difficile toxin B glycohydrolase; P18177; TcdB glycohydrolase enzymatic assay, plate reader; inhibition, % at 9.99 µM; 0.24% of 350,000 active; AID 652162; in the data active = inhibition above about 10%
# PrPC surface inh = reduces human prion protein on the cell surface. P04156. cell surface PrPC, TR-FRET read-out. inhibition, % at 13.8 µM. 0.43% of 370,000 active. AID 720596; in the data active = inhibition above about 24%; note: 0% = median of the test wells and 100% = reference compound wells
# * hit, by the source's call; i = inactive; ? = inconclusive; . = not tested or not shown; & = joins results of further samples. Cut-off read from the data, not from the text of the source, unless noted: active = inhibition above about 30%; inconclusive = no clear call, values can overlap the other calls; inactive = below that.
SMILES	3CLpro inhibitor	TcdB GH inh	BoNT-A LC inh2	Anthrax LF inh2	PrPC surface inh	Y pestis TopoI	PfHsp40 rescue	SSB-PriA inh	Vc quorum ag
O=C(Nc1ccc(C(O)c2ccccc2)cc1)[C@@H]1O[C@H](CO)[C@@H](O)[C@H]1O (stereo not given in full)	.	0.8	-0.2	-8	-5	-7	.	.	i
CS(=O)(=O)c1ccc(Cl)c(NC(=O)C2CCCN(C(=O)c3ccc(Cl)cc3)C2)c1 (stereo not given)	.	3.4	2.1	-1	6	15	0.5	-9	-0.3
O=[N+]([O-])c1cccc(/C=N/N2CCN(Cc3ccccc3)CC2)c1	1	-0.3	-0.7	2	-3	-1	-2.9	.	-0.2
CCCc1nn2c(=O)cc(CSCC(=O)Nc3nnc(C(C)C)s3)nc2s1	2	0.2	1.0	1	-3	-2	-0.3	8	i
O=C(COC(=O)c1ccc2[nH]c3c(c2c1)CCCC3)Nc1ccccc1Cl	4	0.8	-1.5	-7	0	5	0.9	-3	1.6
O=C1CN(C(=O)CN2CCOCC2)C(c2ccccc2)c2cc(Br)ccc2N1 (stereo not given)	2	1.1	-1.4	-4	-4	-6	0.9	-7	-0.2
CCCn1c(N)cc(=O)n(CCC)c1=O	-1	-0.1	-0.5	-2	-9	1	-0.8	-12	i
CCN(CC)C(=O)C1=C(C)N(CCC2=CCCCC2)C(=O)C(CC(=O)NC2CCCC2)C1 (stereo not given)	.	-0.2	-0.1	3	2	2	.	.	-0.3
CCc1ccccc1NC(=O)Nc1ccc(F)cc1F	0	0.7	-0.8	0	5	2	-0.9	-27	-0.4
CCOC(=O)[C@]12CCCC=C1N(Cc1ccco1)C(=O)[C@H](CC(=O)NCc1cccc(C(F)(F)F)c1)C2	.	0.7	-0.4	-12	-7	.	.	.	.
O=C(CSc1ncc(C(=O)O)n1-c1ccc(F)cc1)NCc1ccc2c(c1)OCO2	0	1.0	-0.6	-3	-2	1	-1.0	1	-0.3
Cc1cc(C(=O)N2CCC2(C)C(=O)Nc2cc(C(C)(C)C)nn2C)nn1C (stereo not given)	.	0.3	0.1	1	-13	4	.	.	3.7
CCC(=O)NC1(Cc2ccc(O)cc2)CCCCC1	3	2.0	-0.7	-2	1	6	-0.8	-10	-1.8
Cc1cccc2c(C(=O)N3CCN(c4ccccc4)CC3)cc(-c3ccncc3)nc12	-3	-0.6	-0.8	-6	11	29	1.1	11	-0.4
COCCN1C(=O)c2ccccc2C(C(=O)NCc2ccco2)C1c1c[nH]c2ccccc12 (stereo not given)	-4	.	-0.1	-2	1	3	-2.2	0	i
Cn1c(Cn2c(=O)sc3ccccc32)nnc1SCC(=O)NCc1ccco1	3	0.1	0.7	-1	0	-10	-0.1	-7	-1.4
COc1ccc(S(=O)(=O)NC(C(C)C)C(C)C)cc1OC	-5	.	-0.3	0	1	-3	-0.6	-4	-5.0
O=C(NCC1CCCO1)c1ccc(NC(=O)C2C3C=CC(C3)C2C(=O)O)cc1 (stereo not given)	4	.	2.4	5	0	5	-0.5	-10	-0.3
CCNc1c(NS(=O)(=O)c2ccc([N+](=O)[O-])cc2)c(=O)oc2ccccc12	3	1.0	-1.6	-14	2	5	-0.5	-3	-2.2
COCCNC(=O)CN(C(=O)CCC(=O)Nc1nccs1)c1ccc2c(c1)OCO2	-6	1.6	2.4	-1	-10	-2	-0.4	5	-0.2
O=c1[nH]c(=O)n(CCc2ccc(F)cc2)c(O)c1C=NCCCn1ccnc1	-1	.	0.6	-1	3	5	-1.0	2	-0.1
O=C(NCCc1ccccc1)c1c(F)c(F)c(F)c(F)c1F	-1	-0.5	-0.1	-4	0	9	0.8	0	-2.1
CC1(C)CC(=O)c2cnc(NCc3ccco3)nc2C1	-3	.	-1.0	0	-6	-5	3.0	-7	i
O=C(Nc1ccccc1C(=O)NC1CC1)c1ccccc1	.	0.0	0.1	-2	7	-4	-1.7	4	i
CC(C)n1c(SCC(=O)Nc2ccc(F)cc2)nnc1C1CC1	0	1.2	0.1	6	5	-1	-0.2	-3	i
O=C(NCCc1cccc(Cl)c1)c1cccc(-n2cnnn2)c1	.	1.6	0.7	-2	6	14	2.8	-22	i
CC(=O)Nc1nc2ccccc2n1Cc1ccccc1C	-3	.	-1.8	-8	0	5	1.2	-7	.
COc1ccc(-c2csc(NCCc3nc4cc(Cl)c(Cl)cc4n3CCCO)n2)cc1	.	0.6	0.6	-2	-1	11	0.4	7	i
COc1ccccc1N1CCN(Cc2cc(Br)c(O)c3ncccc23)CC1	-3	-0.5	-1.1	5	12	-6	-0.7	20	-0.2
Cc1cccc(N2CCN(S(=O)(=O)c3ccc4c(c3)CC(C)N4C(=O)C3CC3)CC2)c1C (stereo not given)	7	1.4	0.0	0	-2	24	-0.1	-2	i

# Next structures follow.
SMILES	3CLpro inhibitor	TcdB GH inh	BoNT-A LC inh2	Anthrax LF inh2	PrPC surface inh	Y pestis TopoI	PfHsp40 rescue	SSB-PriA inh	Vc quorum ag
COc1cc(C(=S)N2CCOCC2)cc(OC)c1OC(=O)Cc1ccccc1	-2	0.0	-0.2	-6	1	24	-0.1	-11	-1.4
COc1ccc(-c2cc(C(=O)NCc3cn(C)nc3C)c3ccccc3n2)cc1OC	8	-0.9	1.3	-2	-6	8	0.2	-8	-0.1
COc1ccc(Br)c(C=O)c1OS(=O)(=O)c1ccc(C)cc1	.	4.2	0.1	-2	-2	23	.	.	i
O=C(/C=C\c1cn(-c2ccccc2)nc1-c1cccs1)N1CCOCC1	4	-4.7	1.5	0	-4	4	1.5	-3	-0.6
CC[C@H]1OC(=O)C[C@@H](O)[C@H](C)[C@@H](O[C@@H]2O[C@H](C)[C@@H](O[C@H]3C[C@@](C)(O)[C@@H](O)[C@H](C)O3)[C@H](N(C)C)[C@H]2O)[C@@H](CC=O)C[C@@H](C)C(=O)/C=C/C(C)=C/[C@@H]1CO[C@@H]1O[C@H](C)[C@@H](O)[C@@H](OC)[C@H]1OC	.	0.4	0.1	-2	-2	-5	-0.4	-19	-0.5
Cc1ccc(C)c(N2CCN(C(=O)c3ccc(Cn4c(=O)[nH]c5ccccc5c4=O)cc3)CC2)c1	0	.	2.3	10	-4	-2	2.1	9	-0.6
O=[N+]([O-])c1ccc(Oc2cccc(F)c2)c2ccncc12	-3	.	2.5	1	-31	-1	-1.4	14	0.1
O=c1[nH]c(SCc2ccc(Cl)cc2)nc2ccsc12	-1	0.9	.	.	4	.	.	8	.
O=C(NCCO)c1ccc2c(c1)S(=O)(=O)c1ccccc1C2=O	10	0.6	-0.2	4	-58	-3	-1.2	-4	i
CCc1nc(C)c(C(=O)N2CCCC(C(=O)Nc3cccc(-c4cccc(C)c4)c3)C2)o1 (stereo not given)	6	1.4	-2.9	1	-1	21	0.2	7	i
COC(=O)C(Cc1ccc(OC(=O)c2ccc(C(F)(F)F)cc2)cc1)N1Cc2ccccc2C1=O (stereo not given)	-5	.	-0.2	-8	.	-3	0.0	-10	i
CCCCCC(=O)N1C[C@H](O)[C@@H](n2cc(COC(=O)c3ccccc3)nn2)C[C@@H]1c1ccc(C)cc1	.	0.1	0.7	-2	2	15	.	.	-0.4
Nc1c(Cl)cc(Cl)cc1C(=O)OCC(=O)N1CCCC1	0	.	0.2	0	4	3	-1.3	-2	-0.3
O=C(NCc1ccccc1)c1onc(CSc2ccccc2)c1C(=O)NCC1CC1	.	-1.0	0.4	4	13	28	3.6	-55	-1.2
Cc1ccc(CN2C(=O)CSc3ccc(C(=O)NCCN4CCOCC4)cc32)cc1	19*	.	0.0	3	.	1	-0.4	-8	0.4
COc1ccccc1C1CC(c2ccccc2)=NN1C(=O)c1ccccc1 (stereo not given)	4	-1.6	-0.4	-7	7	-9	-0.4	0	0.6
O=[N+]([O-])c1cccc2c([N+](=O)[O-])cccc12	.	0.4	-0.3	4	6	-2	-0.5	7	-0.3
CC1=C/C(=N\N=C2\NC(=O)C(CC(=O)Nc3ccccc3)S2)CC(C)(C)C1 (stereo not given)	1	2.0	-2.0	-3	8	3	1.4	.	.
CCN(CC(=O)Nc1cc(Cl)ccc1C)C(=O)CCOc1ccc(C)cc1	.	1.7	-1.2	4	2	15	-0.6	5	-14
c1ccc(-c2nnc(Cn3c4ccccc4c4nc5ccccc5nc43)o2)cc1	3	.	0.7	0	-5	4	-1.0	-23	i
CCCc1cc(=O)c2c(O)cccc2o1	-4	0.1	0.5	-7	0	2	-1.1	-15	-0.2
CCCC(=O)N(CCN1CCOCC1)c1nc2c(C)ccc(C)c2s1	1	1.5	-1.1	2	2	16	-0.5	-9	12
Cc1c(CCO)c(=O)[nH]n1C(=O)c1c(F)cccc1F	-1	.	3.8	-4	2	12	0.0	-5	-1.3
CCOc1cccc2sc(N(CCN(C)C)C(=O)c3cc4ccccc4cc3OC)nc12	8	0.1	-1.4	-4	-9	6	1.0	27&27	-0.4
CC12CCC(CC1O)C2C(=O)O (stereo not given)	.	1.1	0.2	-2	2	9	.	.	-3.1
C/C(=N\NC(=O)Cc1c(C)[nH][nH]c1=O)c1cccc(Br)c1	4	-3.2	-0.5	1	0	0	-0.6	.	i
COc1ccc(-c2cc(C(=O)Nc3sc4c(c3C#N)CCCC4)c3ccccc3n2)cc1OC	-4	.	-0.2	-4	5	5	-0.2	-11	-0.5
N#Cc1cc2c(nc1SCC(=O)O)CCCC2	-5	.	0.0	0	3	1	-1.4	-2	-3.2
O=C(NNC(=O)c1ccc[nH]1)Nc1cccc(C(F)(F)F)c1	2	1.2	?	-9	-2	-14	0.7	-11	-0.7
CCOC(=O)C1=CNS(=O)(=O)NC1c1ccccc1 (stereo not given)	.	1.4	-0.4	-1	-3	-10	-1.0	-5	-1.5

# Brought forward from above: two compounds; new compounds follow.
SMILES	3CLpro inhibitor	TcdB GH inh	BoNT-A LC inh2	Anthrax LF inh2	PrPC surface inh	Y pestis TopoI	PfHsp40 rescue	SSB-PriA inh	Vc quorum ag
O=C(NNC(=O)c1ccc[nH]1)Nc1cccc(C(F)(F)F)c1	2	1.2	?	-9	-2	-14	0.7	-11	-0.7
CCOC(=O)C1=CNS(=O)(=O)NC1c1ccccc1 (stereo not given)	.	1.4	-0.4	-1	-3	-10	-1.0	-5	-1.5
Cc1ccc(C(O)CN2C3=NCCN3c3ccccc32)cc1 (stereo not given)	-3	.	-0.8	5	16	-7	-1.3	2	-0.4
COC(=O)C1=C(c2ccccc2)C[C@@H]2CC[C@H]1N2C(=O)N1CCCCC1	.	1.2	-0.3	-6	10	-2	1.3	20	-10
Cc1ccc(NC(=O)COc2ccccc2)cc1S(=O)(=O)N1CCCCCC1	.	-0.3	-0.5	5	4	1	-1.7	-9	-1.1
COc1ccc(S(=O)(=O)NC(=O)C2(C)CCN2C(=O)c2ccccc2CCc2ccccc2)cc1 (stereo not given)	.	-0.2	-0.1	-4	-3	8	.	.	-0.6
Cc1ccc(-c2nnn(CC(=O)N(CC(=O)NC3CCCCC3)c3cnc4ccccc4c3)n2)o1	2	.	-0.8	-1	10	2	-0.4	-13	-2.9
CCNC(=S)N1CCC(C(N)=O)CC1	-2	0.2	-1.8	1	-6	0	0.1	-8	-0.6
Fc1ccc(COc2ccccc2CNCc2ccncc2)cc1	0	1.4	-0.6	-3	5	-1	-1.3	4	i
CS(=O)(=O)Cc1ccc(C(=O)NC2CCSc3ccccc32)cc1 (stereo not given)	2	0.8	-2.3	5	1	1	-0.2	-10	0.2
O=C(Nn1cnnc1)C1Cc2ccccc2CN1S(=O)(=O)c1ccc(F)cc1 (stereo not given)	1	.	0.6	0	2	-4	11	-9	-1.9
O=C(c1ccc(CNS(=O)(=O)c2ccc(F)cc2)cc1)N1CCCCCC1	.	-0.9	-0.2	-3	9	13	.	.	i
COc1cccc(/C=N/Nc2nc(N3CCCC3)nc(N3CCCC3)n2)c1O	3	0.9	1.8	-4	7	1	0.8	.	i

# Compound activity (PubChem BioAssay)

# Some of the compounds tested; the hit share may differ from the screen's.
